Assay outcomes as filed in PubChem BioAssay.
APEX1 inh: APE1 (human) endonuclease inhibition | Potency, µM (top dose mostly 65.8 µM), for the others: at the top dose activity change, negative = inhibition, most hits filed as inhibitors | P27695 | recombinant APE1, TAMRA/BHQ-2 abasic DNA cleavage fluorescence | actives 0.35% (n = 350,000) | AID 2517;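 further: potency means the concentration at half of the fitted maximal effect; plate controls were vehicle for no effect and reference inhibitor for full effect; nearly all actives have a fitted effect of over 55% in size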
Target sequence (P27695 whole entry, looked up): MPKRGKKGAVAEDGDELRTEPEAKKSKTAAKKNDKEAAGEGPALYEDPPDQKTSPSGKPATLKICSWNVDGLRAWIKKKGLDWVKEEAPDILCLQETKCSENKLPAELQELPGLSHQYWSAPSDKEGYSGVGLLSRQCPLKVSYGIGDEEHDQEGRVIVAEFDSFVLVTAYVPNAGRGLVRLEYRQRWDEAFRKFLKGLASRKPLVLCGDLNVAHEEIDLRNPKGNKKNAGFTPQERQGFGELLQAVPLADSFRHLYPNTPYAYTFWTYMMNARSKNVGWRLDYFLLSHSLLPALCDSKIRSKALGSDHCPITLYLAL
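0.75 nM APE1 + cpd, 15 min RT; start w/ 50 nM TAMRA/BHQ-2 THF-abasic dsDNA; kinetic fluor 525/598 nm ×3 reads @60 s; Δ(read3−read1); normalized to DMSO and NSC13755 control wells.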
POLB inh: DNA polymerase beta (human) inhibition | Pol beta primer extension/strand displacement, fluorescence kinetic | AID 485314 | actives 1.3% (n = 340,000) | Potency, µM (doses to about 114 µM), for the others: at the highest dose activity change, negative = inhibition, usual class: inhibitors; further: potency means the concentration at half of the fitted maximal effect; on the % scale 0 is the no-effect control and ±100 the full control effect
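Enzyme-only controls used 10 nM Pol beta; buffer lacking enzyme served as negative control. Compound preincubated 15 min, then 50 nM substrate added; 0 and 10 min reads at room temperature.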
Pol iota inh: blocks human DNA polymerase iota activity | Q9UNA4 | Pol iota fluorescent replication assay, 10 min | Potency, µM (series often up to 115 µM), without a hit: at the top dose activity, negative = inhibition, most hits filed as inhibitors | actives 1% (n = 390,000) | AID 588590; further: potency means the concentration at half of the fitted maximal effect
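Pol iota at 10 nM preincubated 15 min with compounds at room temperature; reaction started with fluorescent substrate, 50 nM final. Fluorescence read kinetically at 0 and 10 min; buffer-only wells as negative control.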
POLK inh: blocks human DNA polymerase kappa activity; Q9UBT6; purified Pol kappa, fluorescent DNA synthesis assay, 10 min; Potency, µM (top dose mostly 107 µM), for the others: at the highest dose activity, negative = inhibition, most hits filed as inhibitors; actives 0.53% (n = 400,000); AID 588579; further: potency means the concentration at half of the fitted maximal effect; on the % scale 0 is the no-effect control and ±100 the full control effect
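Kinetic fluorescence screen: compound preincubated 15 min RT with 10 nM enzyme; 50 nM substrate (final) initiates; reads at 0/10 min.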
BLM inh: Bloom syndrome helicase (human) inhibition | P54132 | recombinant BLM DNA unwinding, fluorescence dequenching | actives 0.2% (n = 350,000) | AID 2528 | Potency, µM (titrated, usually from 56.1 µM), for the others: at the top dose activity change, negative = inhibition, hits mostly inhibitors;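 further: potency means the concentration at half of the fitted maximal effect; plate controls were vehicle for no effect and no enzyme for full effect; nearly all actives have a fitted effect of over 35% in size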
12-LOX inh: inhibitors of human 12S-lipoxygenase ALOX12; purified 12hLO, xylenol orange hydroperoxide absorbance; Potency, µM (top dose mostly 108 µM), without a hit: at the highest dose activity change, negative = inhibition, actives largely listed as inhibitors; actives 1.1% (n = 580,000); AID 1671190; further: potency means the concentration at half of the fitted maximal effect; on the % scale 0 is the no-effect control and ±100 the full control effect
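Hydroperoxide product was detected by ferrous iron/xylenol orange as the 573 to 405 nm absorbance ratio. Arachidonic acid at 40 uM (final) was turned over for 30 min at room temperature by 150 nM human 12hLO, pH 7.0 Hepes buffer, after 15 min compound preincubation.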
TRHR ag: agonists of human TRH receptor; actives 0.18% (n = 360,000); P34981; TRHR cells, calcium flux fluo-8, FDSS agonist mode; AID 493084; activation, % at 2 µM; in the data active means activation above about 30%; further: 0% is about no effect
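TRHR-expressing cells loaded with fluo-8 calcium dye; 23 nL library compound pin-transferred, kinetic FDSS fluorescence (Ex 480/Em 530) recorded about 180 s for agonist-induced calcium release, before a 10 nM TRH EC20 addition for potentiator mode.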
Anesthetic bind: candidate novel general anesthetic via apoferritin binding. actives 0.074% (n = 350,000). Potency, µM (series often up to 77.5 µM), inactives show at the top dose activity change, negative = displacement, most hits filed as inhibitors. apoferritin/1-aminoanthracene competitive binding, fluorescence. P02791; further: potency means the concentration at half of the fitted maximal effect; on the % scale 0 is the no-effect control and ±100 the full control effect; nearly all actives have a fitted effect of over 20% in size
Target sequence (P02791 2-175 limits assumed): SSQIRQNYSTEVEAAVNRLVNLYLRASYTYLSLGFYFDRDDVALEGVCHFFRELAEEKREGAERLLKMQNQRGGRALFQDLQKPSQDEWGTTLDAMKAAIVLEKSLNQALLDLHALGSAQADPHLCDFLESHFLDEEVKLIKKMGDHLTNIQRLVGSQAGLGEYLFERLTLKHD
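Horse-spleen apoferritin (10 uM) was mixed with 50% saturated 1-aminoanthracene in PBS, exposed to compounds for 10 min at room temperature, and read for fluorescence (ex 380 nm, em 535 nm). Competitive displacement was fitted with a four-parameter Hill equation.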
ERG Ets-DNA blk: inhibitors of human ERG Ets domain-DNA interaction. P11308. fluorescence polarization, His-ERG Ets domain / labelled DNA. Potency, µM (highest dose often 76.9 µM), inactives show top-dose FP activity, negative = inhibition, actives largely listed as inhibitors. actives 0.028% (n = 370,000). AID 624246; active means well fitted inhibition curve with a large enough effect in the polarisation, with a control signal flat; inconclusive means small, poorly fitted or top-dose-only effect, or effect the other way, or a change in a side signal; inactive means no such curve, though single readings can be large or run the other way; the % refers to the polarisation;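 further: polarization taken with two DNA probes labelled with fluorescein and Texas red; potency means the concentration at half of the fitted maximal effect; % of control where 0% means no effect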
Target sequence (P11308 whole entry, looked up, the tested form may be a part): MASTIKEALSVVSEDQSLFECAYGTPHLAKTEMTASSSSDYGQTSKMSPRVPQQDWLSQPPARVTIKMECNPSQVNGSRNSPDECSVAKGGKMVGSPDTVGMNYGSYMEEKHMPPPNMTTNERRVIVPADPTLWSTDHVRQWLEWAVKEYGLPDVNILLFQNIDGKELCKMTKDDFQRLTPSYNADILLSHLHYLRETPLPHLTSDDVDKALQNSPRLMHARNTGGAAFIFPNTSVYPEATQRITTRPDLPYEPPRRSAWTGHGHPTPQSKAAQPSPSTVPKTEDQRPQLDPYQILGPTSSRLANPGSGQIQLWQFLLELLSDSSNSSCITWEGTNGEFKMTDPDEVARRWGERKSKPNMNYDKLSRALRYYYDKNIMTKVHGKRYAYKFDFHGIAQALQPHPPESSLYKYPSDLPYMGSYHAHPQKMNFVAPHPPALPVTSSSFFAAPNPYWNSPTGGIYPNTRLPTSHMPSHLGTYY
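His-tagged ERG Ets domain (1 uM in the protein solution; 300mM KCl, 50mM Tris-HCl, 1mM EDTA, 1mM DTT, pH 7.5) received compound, then a probe mix of 5 nM fluorescein-DNA and 100nM Texas-615-DNA. Fluorescence polarization was read for both dyes.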
An asterisk follows results filed as active; i = inactive; ? = inconclusive; . = not tested or not shown; & = joins results of further samples; [ ] = dose if it differs, or a comment. Unless noted, the call rests on the fitted dose curve; in most records, active means well fitted curve in the direction sought with a large enough effect; inconclusive means small, poorly fitted or top-dose-only effect, or another doubt; inactive means no such curve, though single readings can be large; an effect the other way counts as inactive or inconclusive. A portion of the library (hit frequency here may not be typical).

nr	Structure	APEX1 inh	POLB inh	Pol iota inh	POLK inh	BLM inh	12-LOX inh	TRHR ag	Anesthetic bind	ERG Ets-DNA blk
1	CC(C)C(c1nnnn1CCc1ccccc1)N1CCC(C(N)=O)CC1 (centres undefined)	2%	?	45%[activator]	-3%	-7%	2%	-0.4	-19%	-27%
2	O=C(Nc1ccc(N2CCOCC2)nc1)c1ccc(F)cc1	-9%	-15%	25%	-11%	-1%	-15%	0.1	11%	-7%
3	Cc1nc(C(=O)NCCCO)cc2c1[nH]c1ccccc12	13%	-2%	7%	-14%	4%	11%	0.3	-5%	-3%
4	Cc1cccc(/C=N\N=C\c2cccc(C)c2)c1	-1%	14%	133%[activator]	2%	0%	13%	0.6	-16%	-1%
5	O=C(COc1ccc(Br)cc1)NCc1cn2ccccc2n1	-5%	?	50%[activator]	-11%	3%	-3%	-0.2	-8%	3%
6	Cc1ccc(OCC(=O)NCCCNC(=O)COc2ccc(C)cc2)cc1	11%	3%	8%	0%	0%	-9%	0.4	-5%	-16%
7	O=C(CO/N=C/c1ccc2c(c1)OCO2)Nc1cccc(Br)c1	10%	-29%	13%	-20%	-13%	0%	1.6	?	1%
8	CC(C)(Oc1ccc(Cl)cc1)C(=O)Nc1ncccn1	7%	80%	8%	-14%	2%	0%	-0.5	-9%	0%
9	Cn1c(C(=O)N2CCCC(C(=O)NCCCc3ccccc3)C2)cc2sccc21 (centres undefined)	0%	1%	-5%	-10%	-4%	8%	-0.8	2%	7%
10	COC(=O)c1ccccc1NC(=O)N1CCN(c2ccccc2)CC1	-8%	26%	-7%	-14%	0%	-8%	0.1	-21%	-6%
11	CC(=O)c1cccc(N=C2C(=O)Nc3ccccc32)c1	-5%	2%	14%	-11%	-3%	0%	0.1	-19%	-2%
12	CC(CCN1C(N(C)C)=NC[C@@H]1C)c1ccccc1 (some centres undefined)	17%	.	4%	0%	.	1%	-0.1	.	-9%
13	O=C(Nc1nc2cc3c(cc2s1)OCO3)C1=COCCO1	4%	-13%	20%	6%	0%	1%	0.9	-14%	5%
14	CN(Cc1ccco1)c1cc(-c2cccnc2)ncn1	-3%	.	.	-9%[60.1 µM]	-2%	?	.	.	.
15	O=C(Nc1ccc2c(c1)OCO2)c1ccc(N2CCCC2)c([N+](=O)[O-])c1	4%	30%	7%	-17%	-3%	-7%	-0.9	6%	-18%
16	N#C/C(=C\C1=C(N2CCOCC2)C(=C\c2ccccc2)/CC1)C(=O)Nc1ccccc1F	5%	-25%	-13%	7%[60.1 µM]	?	-4%	9.1	-1%	50%[activator]
17	CC1CCCN(S(=O)(=O)c2cc(C(=O)NCc3ccccc3Cl)n(C)c2)C1 (centres undefined)	.	0%	21%	-8%[60.1 µM]	-5%	-10%	-0.1	-16%	-8%
18	COCC(=O)N1CCC2(CCCN(C(=O)Nc3cccc(C#N)c3)C2)CC1	-1%	.	.	0%[60.1 µM]	3%	5%[57.4 µM]	.	.	.
19	O=C(OCCn1c(=S)sc2ccccc21)c1ccccc1	.	.	10%	-16%	.	6%	.	.	0%
20	O=C(Cn1c(=O)oc2ccccc21)Nc1ccc(Cl)cc1Cl	65%[activator]	1%	-4%	3%[60.1 µM]	-2%	2%	-0.3	-7%	-9%
21	COc1ccccc1C(=O)NC(=O)CSc1nc(C)cs1	2%	.	15%	-13%	.	0%	0.4	.	-5%
22	CC1CCC2(CC1)NC(=O)N(CC(=O)NCCc1ccccc1)C2=O (centres undefined)	-8%	.	13%	-16%	.	2%	.	.	0%
23	Cc1cccc(C)c1NC(=O)CS(=O)CC(=O)NC1CCCc2ccccc21 (centres undefined)	-2%	15%	3%	1%	-12%	?	0.0	-4%	2%
24	C=CCn1c(C(c2ccccc2)c2ccccc2)n[nH]c1=S	3%	7%	1%	-6%	-7%	-24%	-0.7	-5%	-4%
25	COc1ccc(CCNC(=O)CCn2c(=O)oc3ccccc32)cc1OC	-1%	-9%	9%	-10%	-1%	8%[57.4 µM]	-0.3	-6%	2%
26	CC(=O)c1ccc(NC(=O)CS(=O)(=O)c2cn(CC(=O)N3CCOCC3)c3ccccc23)cc1	16%	9%	15%	-5%	-2%	i	0.3	-15%	0%
27	COc1cc(C2CC(=O)Nc3c2c(=O)n(C)c2ncnn32)cc(OC)c1OC (centres undefined)	.	-12%	50µM*	-7%	1%	-18%	-1.5	-20%	-2%
28	CC(C)(C)c1csc(NC(=O)Cc2cccs2)n1	?	22µM*	72%[activator]	-16%	-25%	?	0.1	-21%	-3%
29	CN(Cc1ccccc1)C(=O)C1CCCN(c2ncnc3c2nc2n3CCCCC2)C1 (centres undefined)	-14%	7%	5%	-23%	0%	32%[activator]	-0.8	-12%	5%
30	COc1ccccc1C(=O)Nc1ccc(C(=O)O)cc1	4%	0%	2%	-11%	2%	?	0.0	2%	-2%
31	CN(Cc1ccccc1)S(=O)(=O)c1ccc(F)c(C(=O)Nc2cc(Cl)cc(Cl)c2)c1	.	13%	4%	0%[60.1 µM]	-10%	?	1.0	-3%	1%
32	CCn1c(C(=O)NCCc2ccc(S(N)(=O)=O)cc2)cc2sc(Cl)cc21	.	24%	23%	-10%	-2%	-19%	0.3	2%	2%
33	Cc1ccc(Cl)cc1NC1=C/C(=N\S(=O)(=O)c2cccs2)c2ccccc2C1=O	-4%	3%	4µM*	-5%&-8%	-18%	-11%	-0.6	-23%	-3%&-3%
34	COc1ccccc1N1CCN(C(=O)C2CCN(S(=O)(=O)c3ccc4c(c3)CC(C)N4C(=O)C3CC3)CC2)CC1 (centres undefined)	25%	13%	?	-7%	-10%	2%	-0.7	5%	-4%
35	C/C(CC(C)C)=N/Nc1ccc([N+](=O)[O-])cc1[N+](=O)[O-]	4%	1%	39%[activator]	3%	-7%	2%	0.5	-7%	2%
36	COc1ccc(NC(=O)c2cc(S(=O)(=O)N3CCc4ccccc43)cn2C)cc1OC	22%	-25%	-29%	-26%	-12%	50%[activator]	-0.2	-15%	-5%
37	OCCCNc1nc(-c2ccccc2)nc2c1oc1ccccc12	-2%	-25%	-27%[58.9 µM]	-3%	-4%	?	0.2	-8%	2%
38	CCOc1cc(/C=N\Nc2nc(Nc3ccccc3)nc(N3CCOCC3)n2)ccc1OC(=O)c1ccco1	-3%	1%	?	-3%	-11%	-23%	-0.5	-4%	-14%
39	CCn1ncc(CN2CCCC(C(=O)c3cccc(OC(C)C)c3)C2)c1C (centres undefined)	14%	32%	-13%	-2%	1%	2%	0.6	-13%	-6%
40	CCc1ccccc1NC(=O)CN(C)C(=O)c1cccc(S(=O)(=O)N2CCCCCC2)c1	19%	.	20%	-7%	.	3%	0.0	.	2%
41	O=C(Nc1ccc2c(c1)OCO2)c1c(Cl)nc2sccn12	-1%	2%	3%	3%	-2%	3%	0.1	-9%	-17%
42	CCCCNC(=O)c1onc(CSc2cccc(Cl)c2)c1C(=O)O	-2%	-1%	14%	9%	0%	?	0.1	-21%	-2%
43	O=S(Cc1ccccc1)CC(O)(c1ccccc1)c1ccccc1 (centres undefined)	11%	22%	17%	-13%	-3%	0%	-0.1	-8%	1%
44	O=C(CN1CCN(Cc2ccccc2)CC1)Nc1ccccc1	0%	20%	109%[activator]	-11%	3%	14%	0.6	-3%	-8%
45	Cc1ccccc1OCC(=O)Nc1sc2c(c1C#N)CC(C)(C)NC2(C)C	42%[activator]	1%	18%	-1%	0%	-6%	0.4	5%	-2%
46	COc1ccccc1C=NNC(=O)NN=Cc1ccccc1OC	.	.	-18%	-7%	.	-20%	.	.	14%

Part of the list above in order of SMILES length, falling:
nr	Structure	APEX1 inh	POLB inh	Pol iota inh	POLK inh	BLM inh	12-LOX inh	TRHR ag	Anesthetic bind	ERG Ets-DNA blk
38	CCOc1cc(/C=N\Nc2nc(Nc3ccccc3)nc(N3CCOCC3)n2)ccc1OC(=O)c1ccco1	-3%	1%	?	-3%	-11%	-23%	-0.5	-4%	-14%
32	CCn1c(C(=O)NCCc2ccc(S(N)(=O)=O)cc2)cc2sc(Cl)cc21	.	24%	23%	-10%	-2%	-19%	0.3	2%	2%
9	Cn1c(C(=O)N2CCCC(C(=O)NCCCc3ccccc3)C2)cc2sccc21 (centres undefined)	0%	1%	-5%	-10%	-4%	8%	-0.8	2%	7%
22	CC1CCC2(CC1)NC(=O)N(CC(=O)NCCc1ccccc1)C2=O (centres undefined)	-8%	.	13%	-16%	.	2%	.	.	0%
20	O=C(Cn1c(=O)oc2ccccc21)Nc1ccc(Cl)cc1Cl	65%[activator]	1%	-4%	3%[60.1 µM]	-2%	2%	-0.3	-7%	-9%
